# Screening results deposited in PubChem BioAssay by Broad Institute.
# INS-1E GSIS act = GLuc luminescence reporter in INS-1E cells, primary screen for activators of glucose-dependent secretion of insulin; INS-1E GLuc reporter insulin secretion, 2-3 h; activation, % at 16.6 µM; 0.61% of 370,000 active; AID 743287;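 active means lowest replicate activation of at least 40%, so every replicate reaches that level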;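 further: 0% = median of neutral control wells and 100% = median of IBMX positive control wells; some compounds called inactive have numbers as strong as hits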
# XiGFP reactiv = reactivates the inactive X chromosome in mouse fibroblasts | XiGFP mouse fibroblasts, % GFP-positive cells imaging, 3 d; cells co-treated with 5-aza-dC sensitizer; scaled so ellipticine positive control = 100% | activation, % at 7.58 µM | 0.055% of 360,000 active | AID 743238;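 active means mean normalized replicate activation at least 10% and every replicate at or above 10%; inconclusive means only one of the two criteria met; inactive means mean below 10% and not all replicates reach 10%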;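 further: 0% = median of on-plate neutral control wells and 100% = ellipticine 6 µM median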
#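 System: SV40-immortalized XiGFP fibroblast cells, line 68-5-11 / Incubation: 3-day compound exposure, then 15 min fixation at room temperature / Compound: single concentration per compound, delivered by pin transfer / Buffer or medium: DMEM plus 5-aza-dC sensitizer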
# EWS-Fli block = inhibitors of EWS/Fli oncoprotein transcriptional activity; AID 651661; A673 NR0B1-luciferase reporter, viability-normalised; inhibition, % at 12.6 µM; 0.67% of 350,000 active;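 active means mean inhibition of at least 50% after viability correction, with every replicate also passing that limit; inconclusive means mean reaches 50% but only one of two replicates passes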;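 further: firefly luciferase signal divided by Alamar Blue viability fluorescence both relative to DMSO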
# PAX8 reporter = lowers PAX8-driven luciferase in RMG-I cells | RMG-I TPO-luciferase reporter, SteadyGlo, 24 h | inhibition, % at 12.6 µM | 1.2% of 360,000 active | AID 652154;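 active means mean replicate inhibition at least 60% with every replicate also reaching 60%; inconclusive means only one of the two criteria is met; inactive means mean below 60% and not all replicates reaching 60%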;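 further: luciferase light reporting Pax8 driven TPO promoter activity; plate controls were median of neutral control wells for no effect and mitoxantrone controls for full effect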
# ERp5 block = ERp5 (human) disulfide isomerase inhibition; ERp5 insulin aggregation, absorbance 650 nm, 90 min; inhibition, % at 9.99 µM; 0.05% of 350,000 active; AID 651711;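 active means mean replicate inhibition above about 25%, with every replicate also reaching it, limit read from the data, passing the limit was not always enough; inconclusive means only one of those two criteria met; inactive means neither criterion met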
# Target sequence (Q15084 whole entry, looked up): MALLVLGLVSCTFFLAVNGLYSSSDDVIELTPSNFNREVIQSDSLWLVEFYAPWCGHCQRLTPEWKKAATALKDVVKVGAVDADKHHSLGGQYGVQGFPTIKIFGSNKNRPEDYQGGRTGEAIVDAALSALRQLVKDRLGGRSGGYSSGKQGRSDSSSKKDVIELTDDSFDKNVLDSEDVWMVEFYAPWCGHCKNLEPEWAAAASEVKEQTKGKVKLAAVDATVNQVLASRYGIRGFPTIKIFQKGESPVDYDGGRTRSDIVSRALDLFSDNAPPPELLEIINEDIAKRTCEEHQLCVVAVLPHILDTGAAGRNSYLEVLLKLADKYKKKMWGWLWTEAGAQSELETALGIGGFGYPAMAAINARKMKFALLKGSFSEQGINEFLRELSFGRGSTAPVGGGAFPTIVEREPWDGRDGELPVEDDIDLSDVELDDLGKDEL
# DENV2 CPE rescue = inhibitors of DENV2 cytopathic effect; DENV2-infected cells, cytopathic effect rescue, plate reader; CPE inhibition, % at 9.99 µM; 1.7% of 350,000 active; in the data active means CPE inhibition above about 20%, passing the limit was not always enough; inconclusive means no clear call, values can overlap the other calls; tested in BHK-21 cells;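 further: 0% = median of neutral control wells and 100% = median of positive control wells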
# ARNT-TACC3 inh = disrupts binding between human ARNT and TACC3. AlphaScreen His-ARNT PAS-B/GST-TACC3 binding, luminescence; TACC3 fragment carries E629A point mutation. inhibition, % at 9.99 µM. 0.66% of 390,000 active;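 active means mean inhibition of replicates at least 50% and at least half of replicates each reaching 50%; inconclusive means half or more replicates reach 50% but mean below 50%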;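 further: 0% = complete ARNT plus TACC3 wells and 100% = ARNT alone without TACC3; many hits fall short of the cut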
# F508del corr = correctors of CFTR F508del function in bronchial epithelial cells; CFBE cells, YFP halide quenching; stimulated with forskolin plus potentiator P3; % fluorescence drop versus neutral controls; activity (quench increase), % at 7.58 µM; 0.36% of 350,000 active;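 active means mean added fluorescence quench of at least 8% versus neutral control, with both replicates also reaching 8%; inconclusive means only one of the mean or replicate conditions met; inactive means mean below 8% and not both replicates reaching 8%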;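 further: cells transiently co-express mutant CFTR-F508del with the halide-sensitive YFP; corrector assay measuring rescue of mutant channel to the surface after 24 h compound exposure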
# * hit, by the source's call; ? = inconclusive; . = no result given; & = joins results of further samples.
SMILES,INS-1E GSIS act,XiGFP reactiv,EWS-Fli block,PAX8 reporter,ERp5 block,DENV2 CPE rescue,ARNT-TACC3 inh,F508del corr
C[C@@H]1CN([C@@H](C)CO)S(=O)(=O)c2ccc(-c3ccc(F)cc3)cc2O[C@H]1CN(C)C(=O)C1CC1,-18.1,-0.5,23.4,.,.,.,.,-3.8
Cc1ccc(C)c(C(=O)N(Cc2nc(-c3ccc(Cl)cc3)no2)C(C)C)c1,-13.5,0.0,16.4,19.4,3.4,-3.6,0.1,1.5
CCCN(C)C[C@H]1Oc2cc(C#CC3CCCC3)ccc2S(=O)(=O)N([C@H](C)CO)C[C@H]1C,0.2,0.0,-34.4,7.2,11.4,10.6,1.6,1.0
O=S(=O)(N[C@@H]1CC[C@H](CCNS(=O)(=O)c2ccccc2Cl)O[C@@H]1CO)c1ccccc1,1.7&11.4,-0.1&-0.1,7.0&-0.9,0.8&-15.3,0.6&-2.3,3.0&-9.1,18.1,-0.1&-2.7
CC1c2cc3c(cc2CCN1C(=O)c1cccc(F)c1)OCCCO3 (stereo not drawn),-1.6,0.1,17.3,7.2,2.5,3.5,-2.1,1.6
Cc1cc(C)cc(NC(=O)N(C)Cc2ccccc2)c1,-10.5,-0.1,-10.9,-0.8,1.4,14.0,-0.8,1.2
O=C(CSc1nc2ccccc2n1Cc1ccc(Cl)cc1)N/N=C/c1ccccc1C(=O)O,-22.7,0.0,-2.9,11.7,-6.6,-2.2,-4.5,-1.7
COc1ccc(S(=O)(=O)N(C)C[C@H]2OCc3ccccc3-c3ccccc3C(=O)N([C@H](C)CO)C[C@H]2C)cc1,1.1,-0.6,-1.0,.,-0.4,12.0,6.9,1.2
COC(=O)C1=C(C)N(C)C(=O)NC1c1cc(Cl)c(O)c(OC)c1 (stereo not drawn),15.0,.,1.2,.,-1.7,2.0,-2.7,-1.5
CCCCN1C(=N)N([C@@H](CN2CCC[C@H]2CN2C(N)=NC[C@@H]2Cc2ccccc2)C(C)C)C[C@H]1Cc1ccccc1,-2.8,0.0,7.5,63.4*,3.4,-2.6,1.6,-1.2
C[C@@H]1CN([C@@H](C)CO)C(=O)Cc2cc(NS(=O)(=O)c3cn(C)cn3)ccc2O[C@H]1CN(C)C(=O)Nc1ccc(C(F)(F)F)cc1,2.8,-0.8,0.2,.,0.6,0.2,.,1.3
O=C(NCC[C@H]1CC[C@H](NC(=O)C2CC2)[C@H](CO)O1)c1ccc(F)cc1,11.4,-0.2,-0.8,.,-2.9,6.0,-4.6,-0.5
Cc1ccc(Cl)c(NC(=O)COC(=O)c2nn(-c3ccccc3)cc2O)c1Cl,-9.3,0.2,0.5,.,2.2,2.6,1.2,1.0
CCCNC(=O)N1C[C@H]2[C@@H](c3ccccc31)[C@@H](CO)N2C(=O)Cc1ccccn1,2.9,0.0,-1.3,-5.9,3.9,-6.9,-3.0,1.2
CO[C@@H]1CN(C)C(=O)c2ccc(NC(=O)C3CCCCC3)cc2OC[C@H](C)N(C)C[C@H]1C,24.6,0.0,-2.1,.,-0.5,0.6,-4.0,-1.1
CCCC#Cc1ccc([C@H]2[C@@H](CO)N3C(=O)CN(C(=O)Nc4ccccc4F)C[C@H]23)cc1,-5.3,0.1,3.2,.,2.6,?,.,-0.4
COc1ccc(S(=O)(=O)N2CCOC2CNC(=O)C(=O)NCCCN(C)C)cc1C (stereo not drawn),16.3,0.0,.,-1.3,-1.4,11.2,1.5,1.4
COc1ccc(Nc2nnc(-c3ccc(O)cc3)c3ccccc23)cc1C(N)=O,-24.9,0.2,-1.1,0.2,-1.2,-5.2,15.6,-0.3
NCC[C@@H]1CC[C@@H](NC(=O)c2ccccc2F)[C@H](CO)O1,-2.6&5.8,0.8&-0.4,.,.,-5.4,-1.9,2.5,-3.9
O=C(NC1CCCCC1)C1c2ccccc2C(=O)N1Cc1ccco1 (stereo not drawn),-16.8,.,1.4,.,2.5,10.2,-6.4,-1.3
O=C(C[C@H]1CC[C@@H]2[C@H](COC[C@H](O)CN2Cc2cccc(-c3ccncc3)c2)O1)N1CCN(c2ccccc2)CC1,-15.0,-0.2,24.4,6.9,1.1,-5.5,3.6,-1.9
COC(=O)c1ccc(NC(=O)CSc2nnc(C3CC3)n2C)cc1,7.5,0.2,.,-16.8,-4.5,10.8,-3.7,-0.4
CN1CCN(c2nc(-c3cccs3)cs2)CC1,-3.0,0.0,-36.0,-78.4,2.8,1.3,17.4,.
C[C@@H]1CCCCO[C@H](CN(C)Cc2ccncc2)[C@H](C)CN([C@H](C)CO)C(=O)c2cc(NS(=O)(=O)c3ccc(F)cc3)ccc2O1,-23.3,0.2,2.6,18.5,-3.9,-0.8,-7.2,3.4
CN(C(=O)c1cncc(Br)c1)C1C2CC3CC(C2)CC1C3 (stereo not drawn),9.2,0.2,-22.4,-27.1,-5.0,-6.2,-2.8,0.3
O=C(N/N=C/C(Br)=C\c1ccccc1)c1ccco1,.,0.0,-75.9,16.6,4.4,1.1,30.2,-18.5
CC(C)C1C(=O)CC(c2ccccc2)NC1c1ccccc1 (stereo not drawn),9.4,0.0,6.2,-7.6,-3.3,8.2,-8.6,3.5
COc1ccc(CNC(=O)COC(=O)c2cc(C)nc3ccccc23)cc1,45.8*,0.3,-9.6,.,2.1,?,-3.2,7.5
CC1CCCCCCC1OC(=O)c1ccccc1C(=O)O (stereo not drawn),.,0.2,13.1,-12.6,-9.1,-4.4,-8.9,-4.8
CC(C)C(NC(=O)c1ccccc1NC(=O)C(C)(C)C)C(=O)N1CCOCC1 (stereo not drawn),19.4,1.4,2.9,-4.2,-16.3,5.8,-4.2,2.7
C[C@H](CO)N1C[C@H](C)[C@H](CN(C)C(=O)Nc2ccnc(N3CCOCC3)c2)OCc2ccccc2-c2ccccc2C1=O,7.7,0.0,4.7,-14.3,-5.6,6.0,12.2*,1.8
O=C(NCc1ccccc1)[C@H]1N[C@H]2c3cccc(=O)n3C[C@H]2[C@@H]1CO,2.8,0.1,2.9,.,0.4,-18.8,-2.2,.
CN(CC(=O)N1CCc2ccccc2C1)S(=O)(=O)c1ccc2c(c1)c(=O)n(C)c(=O)n2C,-1.5,0.2,-0.1,14.3,-9.2,11.4,-3.8,2.0
O=S(=O)(c1ccccc1F)N1CCCCN2[C@H](CO)[C@@H](c3ccc(-c4cncnc4)cc3)[C@H]2C1,-2.2,0.0,-2.4,-7.1,5.2,-1.5,-8.8,1.4
C[C@H](CO)N1C[C@H](C)[C@H](CN(C)Cc2ccc(Cl)c(Cl)c2)Oc2c(NC(=O)Nc3ccc4c(c3)OCO4)cccc2C1=O,-3.8,-0.1,-6.2,.,3.4,-9.2,-3.3,3.6
CNC[C@@H]1Oc2ccc(N(C)C)cc2CC(=O)N([C@@H](C)CO)C[C@@H]1C,16.5,0.0,-7.4,-15.3,-5.9,6.8,-5.8,-2.4
CCCCn1c(N)c(N(CCC(C)C)C(=O)c2ccc3c(c2)OCO3)c(=O)[nH]c1=O,-5.5,0.0,-3.0,3.5,3.9,4.0,-1.4,-0.9
C[C@H](CO)N1C[C@H](C)[C@H](CN(C)Cc2ccc(Cl)c(Cl)c2)Oc2ccc(NC(=O)CCCN(C)C)cc2C1=O,4.6,-0.1,70.2*,-9.2,-4.7,-1.7,7.6,1.3
CCN(C(=O)Nc1cccc(Cl)c1)c1ccccc1,-5.7,0.0,-5.4,19.1,3.9,-0.7,-4.7,-5.0
CC(C)N1CCC1(C)C(=O)Nc1cccc2ccccc12 (stereo not drawn),3.6,0.0,-3.0,11.0,-1.8,15.0,.,7.5
O=C(O)C1=CC[C@@H](c2ccc(Cl)cc2)N(S(=O)(=O)c2ccc(Cl)cc2)C1,-0.6,0.0,-3.6,10.8,4.2,?,0.8,1.4
Cc1cc(C(=O)N/N=C/c2ccc(N3CCOCC3)cc2)c(C)o1,-5.3,-0.1,10.7,-37.6,0.0,12.4,2.0,-1.7
C[C@@H]1CN([C@@H](C)CO)C(=O)c2cccc(NS(=O)(=O)c3cn(C)cn3)c2O[C@@H]1CN(C)S(=O)(=O)c1ccc(F)cc1,30.1,0.2,-7.7,.,-9.5,-6.7,23.4,1.5
C[C@@H]1CCCCO[C@H](CN(C)S(=O)(=O)c2cn(C)cn2)[C@@H](C)CN([C@H](C)CO)C(=O)c2cc(NC(=O)Nc3ccc(C(F)(F)F)cc3)ccc2O1,1.6,-1.1,-9.9,-0.9,.,12.5,-2.6,4.7
O=C(CCSc1ccccc1)NCCSCc1ccccc1,.,0.0,0.6,-27.0,-1.1,-8.1,-3.2,.

# Record cards (already shown). Order of values: INS-1E GSIS act, XiGFP reactiv, EWS-Fli block, PAX8 reporter, ERp5 block, DENV2 CPE rescue, ARNT-TACC3 inh, F508del corr
# C[C@H](CO)N1C[C@H](C)[C@H](CN(C)Cc2ccc(Cl)c(Cl)c2)Oc2c(NC(=O)Nc3ccc4c(c3)OCO4)cccc2C1=O is listed as -3.8, -0.1, -6.2, ., 3.4, -9.2, -3.3, 3.6
# O=C(CSc1nc2ccccc2n1Cc1ccc(Cl)cc1)N/N=C/c1ccccc1C(=O)O is listed as -22.7, 0.0, -2.9, 11.7, -6.6, -2.2, -4.5, -1.7

# Additional results.
SMILES,INS-1E GSIS act,XiGFP reactiv,EWS-Fli block,PAX8 reporter,ERp5 block,DENV2 CPE rescue,ARNT-TACC3 inh,F508del corr
O=C(c1ccc(N2C(=O)C3CC=C(Cl)CC3C2=O)cc1)N1CCOCC1 (stereo not drawn),-2.2,0.0,.,5.6,.,.,-4.2,.
COc1cc(NC(=O)COc2ccccc2Cl)ccc1NC(=O)c1cccs1,4.2,0.4,-33.6,-46.6,4.6,7.9,6.0,-0.7
O=S1(=O)c2ccc(Br)cc2OC2CCCC[C@@H]2N1Cc1ccccc1 (stereo partly drawn),1.6,-0.1,-3.9,29.5,-1.9,4.5,.,1.2
C[C@@H]1CN([C@H](C)CO)C(=O)Cc2cc(NS(=O)(=O)c3ccccc3)ccc2O[C@H]1CN(C)CC1CCCCC1,0.8,0.0,3.2,-11.6,0.3,-6.1,-2.4,0.7
Cn1c(=O)c2c(nc(OCc3ccccc3)n2C)n(C)c1=O,.,-0.1,-2.2,1.7,-0.7,14.9,-4.4,-1.0
CCSc1nc(=S)n(Cc2ccccc2)c(C)c1C(C)=O,21.6,0.2,-9.6,0.7,1.0,1.1,-0.9,.
COC(=O)[C@]12CCCCC=C1N(CCc1ccc(OC)c(OC)c1)C(=O)[C@H](CC(=O)NCC1CCCCC1)C2,-37.6,0.2,-1.1,15.1,2.8,-4.4,.,-0.3
COc1ccc(-c2[nH]ncc2C2N=C(N)Nc3nc4ccccc4n32)cc1 (stereo not drawn),2.9,0.0,-18.2,3.3,2.1,6.4,4.0,-0.7
Oc1ccccc1CNc1ccc2c(c1)OCCO2,-7.3,0.0,-49.5,-30.3,3.5,-2.8,-6.0,-1.3
CC(=O)N(C)C[C@@H]1Oc2ncc(-c3ccc(F)cc3)cc2C(=O)N([C@H](C)CO)C[C@@H]1C,37.6,0.5,-18.5,.,-0.8,1.9,-0.3,-0.9
COC(=O)[C@H]1C[C@@H]1[C@H](NC(=O)c1cccnc1)c1ccccc1,-6.2,-0.4,-0.7,-17.2,8.9,?,.,2.6
Fc1ccc(Oc2cnns2)cc1,0.5,0.0,2.3,11.3,3.2,0.0,-1.2,0.8
Cc1cc(C)nc(SCC(=O)N/N=C/c2cccnc2)n1,22.3,0.0,.,0.3,-1.5,?,0.4,-3.9
